Ecoli tolC – growth inhibitors of E. coli BW25113 tolC mutant; OD615; growth inhibition, % at 10 µM (by protocol); actives 2.2% (n = 65,000);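 active means growth inhibition at or above a cutoff equal to the mean over every tested compound plus 3 SD, cut at about 60% in these data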;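 further: growth measured after 20 h incubation at 37 °C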
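Assay system: tolC-deleted E. coli BW25113. Medium: kanamycin-containing LB broth (50 µg/mL). Dosing: 10 µM final, single dose. Timing: bacterial growth with compound for 20 h at 37 °C. Detection: A615 absorbance measurement. Read-out basis: growth inhibition in percent.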
MMP-13 inhibitor – blocks human MMP13 activity | P45452 | MMP-13 fTHP FRET cleavage, Mca fluorescence | inhibition, % at 4 µM | actives 0.07% (n = 65,000);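 active means inhibition above the mean of compound-free control plate wells plus 3 SD, cut at about 14% in these data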;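 further: 0% = DMSO wells and 100% = wells with reference MMP-13 inhibitor after basal subtraction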
HEK293 NFkB inh – inhibitors of the PMA/ionomycin-induced NF-kB reporter in HEK293 cells; actives 0.21% (n = 62,000); inhibition, % at 3 µM; HEK-293 NF-kB luciferase reporter, luminescence;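 active means inhibition above the mean of all tested compounds plus 3 SD, cut at about 40% in these data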;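 further: 0% = stimulated DMSO wells and 100% = 10 µM reference inhibitor 5653914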
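System: NF-kB luciferase reporter HEK-293 cells | Replication: Single test | Control set: DMSO vs reference inhibitor | Evaluation: % inhibition | Schedule: 1 h pretreatment, 16 h stimulation, 37 °C | Probe or stimulus: PMA with ionomycin | Compound dosing: One dose, 3 µM | Detection: Luciferase luminescence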
ROCK2 blocker – inhibitors of human Rho kinase 2 | actives 0.35% (n = 60,000) | inhibition, % at 6 µM | purified ROCK2, Kinase-Glo ATP depletion luminescence;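 active means inhibition above the screen-wide mean inhibition plus 3 SD, cut at about 18% in these data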;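 further: plate controls were DMSO wells for no effect and Y-27632 control wells after no-enzyme background subtraction for full effect; many of its hits are not listed in these tables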
Target sequence (O75116 whole entry, looked up): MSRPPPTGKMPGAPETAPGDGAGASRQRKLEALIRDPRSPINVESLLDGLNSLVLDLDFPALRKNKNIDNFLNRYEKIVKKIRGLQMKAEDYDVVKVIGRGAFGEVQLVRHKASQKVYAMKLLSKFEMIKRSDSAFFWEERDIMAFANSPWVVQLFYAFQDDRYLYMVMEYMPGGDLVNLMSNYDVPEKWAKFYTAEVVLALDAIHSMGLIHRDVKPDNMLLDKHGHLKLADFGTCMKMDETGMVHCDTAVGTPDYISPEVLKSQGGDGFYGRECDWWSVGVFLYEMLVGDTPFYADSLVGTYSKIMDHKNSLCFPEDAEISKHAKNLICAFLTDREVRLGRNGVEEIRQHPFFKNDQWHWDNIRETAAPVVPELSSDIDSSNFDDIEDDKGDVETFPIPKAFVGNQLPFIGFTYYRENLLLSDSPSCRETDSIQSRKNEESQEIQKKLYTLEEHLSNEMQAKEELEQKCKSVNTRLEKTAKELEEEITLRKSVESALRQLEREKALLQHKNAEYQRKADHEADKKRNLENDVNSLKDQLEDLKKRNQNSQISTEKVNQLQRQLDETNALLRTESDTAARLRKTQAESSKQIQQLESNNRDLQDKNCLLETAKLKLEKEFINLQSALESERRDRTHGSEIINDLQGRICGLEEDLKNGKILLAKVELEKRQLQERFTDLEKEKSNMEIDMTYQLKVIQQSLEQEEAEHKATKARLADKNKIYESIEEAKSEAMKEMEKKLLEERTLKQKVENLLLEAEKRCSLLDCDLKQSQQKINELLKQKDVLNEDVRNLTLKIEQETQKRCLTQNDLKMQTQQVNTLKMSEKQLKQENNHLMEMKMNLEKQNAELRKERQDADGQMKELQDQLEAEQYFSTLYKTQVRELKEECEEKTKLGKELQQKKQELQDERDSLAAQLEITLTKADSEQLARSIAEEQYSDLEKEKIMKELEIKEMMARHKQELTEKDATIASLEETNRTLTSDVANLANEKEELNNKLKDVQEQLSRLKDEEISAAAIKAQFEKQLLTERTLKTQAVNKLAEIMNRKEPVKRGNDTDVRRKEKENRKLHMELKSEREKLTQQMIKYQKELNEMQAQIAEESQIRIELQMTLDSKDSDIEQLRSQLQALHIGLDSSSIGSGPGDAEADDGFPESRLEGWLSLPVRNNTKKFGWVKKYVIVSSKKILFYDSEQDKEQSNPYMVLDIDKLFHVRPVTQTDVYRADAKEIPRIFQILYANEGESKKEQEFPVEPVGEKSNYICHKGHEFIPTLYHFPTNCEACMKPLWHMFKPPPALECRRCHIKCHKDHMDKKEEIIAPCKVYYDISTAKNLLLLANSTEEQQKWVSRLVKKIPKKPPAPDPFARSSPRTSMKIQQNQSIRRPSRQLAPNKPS
JNK3 inh – inhibitors of human JNK3 kinase | purified JNK3 kinase activity, HTS | inhibition, % at 8 µM | actives 0.61% (n = 60,000) | AID 746; in the data active means inhibition above about 17%;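 further: 0% = DMSO and 100% = reference inhibitor; many of its hits are not listed in these tables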
NADH enzymes – blocks coupling enzymes of NAD/NADH assays. coupled PK/LDH NADH assays, four targets. IC50, µM (highest dose often 10 µM), inactives show at the top dose inhibition. actives 0.02% (n = 65,000);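 active means single-dose screening hits from any of four coupled enzyme assays that gave an IC50 when retested across doses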;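 further: the DPM-DC format reads NADH fluorescence rather than 340 nm absorbance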
Autofluor 339 – intrinsic fluorescence of library compounds, ex339/em460 – biochemical, MLSMR library, data from DPM-DC assay, artefact control, profiling panel; compound autofluorescence, ex339/em460 nm, NADH buffer; stronger effect = higher value; 1 = no-compound wells, NADH background; fluorescence fold increase at 10 µM; actives 5.5% (n = 65,000);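 active means at 10 µM, mean starting fluorescence two-fold or more over control wells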;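 further: signal is the first read of a kinetic run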
Abs 340nm – compounds absorbing at 340 nm; fold change at 10 µM; compound absorbance at 340 nm, fold over control; 65,000 tested, under 10 active;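 active means at 10 µM dose, initial 340 nm absorbance at least 2 fold that of control wells; inactive means change under 2 fold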;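 further: initial absorbance extrapolated from kinetic A340 decline of NADH oxidation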
PKA kinase inh – inhibitors of human protein kinase A; P17612; inhibition, % at 6 µM; AID 524; PKA Kemptide phosphorylation, Kinase-Glo ATP luminescence; actives 0.1% (n = 65,000);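 active means inhibition above the screen-wide mean inhibition plus 3 SD, cut at about 21% in these data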; further: many of its hits are not listed in these tables
Active calls of the source: *; i = inactive; x = no result given; [ ] = dose if it differs, or a comment. The list is partial, so the mix of outcomes need not match the whole.

SMILES	Ecoli tolC	MMP-13 inhibitor	HEK293 NFkB inh	ROCK2 blocker	JNK3 inh	NADH enzymes	Autofluor 339	Abs 340nm	PKA kinase inh
COC(=O)C1=C(C)N(CC2CCCO2)C(=O)C1 (stereo unspecified)	-21	-4	12	6	-4	0%	1.1	1.1	7
CCNC(=O)CN(c1ccc(C)cc1)S(=O)(=O)c1ccc(SC)cc1	16	3	9	2	-5	9%	1.1	1	1
CCOC(=O)c1cnn(-c2cc(C)c3cc(C)cc(C)c3n2)c1N	-13	6	9	x	x	2%	1	1	8
CC1CCCC(C)N1C(=O)CN1C(=O)C(C)(C)Oc2ccc(C(=O)NC3CCCCC3)cc21 (stereo unspecified)	84*	-6	25	1	0	6%	1.3	1.1	6
O=c1cc(N2CCc3ccccc32)[nH]c(=O)n1Cc1ccc(F)cc1	9	-7	13	-4	5	2%	1.1	1	1
Cc1cc(C)n(CC(O)COc2cccc(OCC(O)Cn3nc(C)cc3C)c2)n1 (stereo unspecified)	7	-3	15	6	1	3%	1.1	1.1	7
CC1(c2ccc3c(c2)OCO3)NC(=O)N(CC(=O)NCCC2=CCCCC2)C1=O (stereo unspecified)	4	0	12	4	6	6%	1.1	1	0
C=CCN(CC=C)C(=O)C1CCC(C(=O)N(CC=C)CC=C)CC1 (stereo unspecified)	-12	-2	15	5	-1	4%	1.1	1.1	6
O=C(Nc1ccc(Cl)cc1C(=O)Nc1ccncc1)c1ccco1	16	-6	16	6	-1	2%	1.4	1	9
CCCn1[nH]cc(SC)c(=O)c1=O	-10	0	15	-2	-9	3%	1.1	1.1	-5
CCOC(=O)N1CCC(N2Cc3cccc(C(=O)Nc4ccc(OC)c(OC)c4)c3C2=O)CC1	-2	3	-11	6	2	3%	1	1.1	3
C=CCSc1nnc2c(n1)OC=Nc1ccccc1-2	-2	2	-1	3	0	1%	1.1	1	6
CCn1c(SCc2ccccc2)nnc1-c1cccs1	5	-1	-11	3	2	4%	1.2	1	10
CCCn1c(CNC(=O)Cc2ccccc2)nc2ccccc21	-2	-4	12	x	x	5%	1.1	1.1	-2
COc1ccc(OC)c(S(=O)(=O)N2Cc3ccccc3CC2C(=O)Nc2nccs2)c1 (stereo unspecified)	-3	3	3	-4	-1	3%	1	1	4
O=C(OCCN1C(=O)c2ccccc2C1=O)c1cnccn1	-16	1	0	-2	3	8%	1.1	1	2
O=C1CCc2cc(S(=O)(=O)N3CCC(C(=O)NC4CCCc5ccccc54)CC3)ccc2N1 (stereo unspecified)	4	6	17	8	1	3%	1.1	1	6
NC(=O)C1CCN(C(=O)c2ccc(CS(=O)(=O)c3c(Cl)cccc3Cl)o2)CC1	-6	4	6	5	3	3%	1.1	1	10
O=c1c2cnn(-c3ccccc3)c2nc(-c2ccco2)n1-c1ccccc1	14	-1	22	x	x	11%	1.1	1.1	-7
CCOC(=O)C1=C(C)Nc2ncnn2C1c1ccc2c(c1)OCO2 (stereo unspecified)	-2	-2	14	6	0	4%	1.1	1.1	5
COCCn1c(SCC(=O)NCC2CCCO2)nc2c(c1=O)SC(C)C2 (stereo unspecified)	0	9	11	-1	2	11%	1	1.1	4
CCN1CCCC1CNC(=O)CCc1nc(-c2ccc(C)cc2)no1 (stereo unspecified)	-13	0	-4	8	-5	13%	0.86	1	11
O=C(CCN1C(=O)C2CC=C(Cl)CC2C1=O)Nc1ccccc1O (stereo unspecified)	-9	2	-3	7	1	5%	1.1	1	6
Cc1ccc(S(=O)(=O)N(CCO)c2cc3c(s2)CCCC3)cc1	17	-4	7	-10	-1	3%	0.99	0.97	-10
Cc1cc(=O)[nH]c(Nc2ccc(C(=O)OC(C)C)cc2)n1	36	-3	3	4	8	7%	1.3	1	5
COc1ccc(CN2C(=O)c3cccnc3C2Nc2ccc(OC)c(Cl)c2)cc1 (stereo unspecified)	4	6	10	5	-1	16%	1.1	1.1	6
Cc1ccc(S(=O)(=O)N2CCN(C(=O)CSc3nnc(-c4ccco4)o3)CC2)cc1	11	0	15	4	8	2%	1.1	1.1	4
O=S1(=O)CC(O)C(Nc2ccccc2Cl)C1 (stereo unspecified)	-17	-12	12	6	-1	4%	1.1	1	4
CC(=NCCN1CCOCC1)C1=C(O)c2ccccc2C1=O	-12	10	-2	1	11	5%	0.98	1.1	1
CC(=O)c1cnc(Nc2nc(C)c3cccc(C)c3n2)nc1C	5	-2	12	5	3	2%	1.1	1.1	14
CCC12CC3CC(C1)CC(C(=O)Nc1nn[nH]n1)(C3)C2	7	0	12	2	0	2%	1.1	1	6
Cc1ccc(-c2nn3c(C)nnc3s2)cc1NC(=O)c1cccs1	-12	2	-1	1	2	4%	1.1	1.1	6
COC(=O)c1ccc(C(c2c(N)n(CC(C)C)c(=O)[nH]c2=O)N2CCN(c3ccccc3)CC2)cc1 (stereo unspecified)	3	-3	14	-2	-2	13%	1	1	1
O=C(NCCN1CCCC1)C1CC(=O)N(C2CCCCC2)C1 (stereo unspecified)	-18	3	20	5	3	6%	1.1	0.99	9
O=C(C1CCCN(S(=O)(=O)c2ccc(Br)s2)C1)N1CCCCCC1 (stereo unspecified)	-4	6	9	x	x	8%	1	1	0
CCc1nnc(NC(=O)NCN2C(=O)C3C4C=CC(C4)C3C2=O)s1 (stereo unspecified)	-13	-6	-5	6	0	2%	1	0.99	6
COc1ccc(N2CCN(C(=O)CSc3nnc(-c4cccnc4)n3-c3ccccc3)CC2)cc1	-18	-3	4	5	-4	5%	1.1	1	10
CC(=O)N(CCc1ccccc1C)Cc1cc2cc3c(cc2[nH]c1=O)OCO3	-12	-30	12	-8	4	4%[fluoresces]	3*	1.1	-6
CCOc1ccc(CCNc2cc(C)nc3ncnn23)cc1OCC	-1	2	20	3	0	4%	1.1	1	9
CC(=O)C1C(c2cccc(Oc3ccccc3)c2)NC(=O)NC1(O)C(F)(F)F (stereo unspecified)	-1	-6	17	3	1	7%	0.99	0.98	6
Cc1[nH]c(=O)[nH]c(=O)c1NC(=O)c1cccs1	-8	-2	9	5	6	3%	1.1	1.1	4
O=C(Nc1sc2c(c1C(=O)NC1CCCCC1)CCC2)c1ccco1	-5	-3	4	-7	-4	11%[fluoresces]	3.6*	1.1	-4
Cc1ccc(S(=O)(=O)NCCCCCC(=O)N(C)C)cc1	-5	-1	12	0	0	3%	1	1	-3
Cc1ccc(-c2nnc(CSc3nncn3N)o2)cc1	-14	2	16	0	0	3%	1.1	1	5
COc1ccc(-n2c(SCC(=O)c3c(N)n(C)c(=O)n(C)c3=O)nc3ccccc32)cc1	-2	4	-3	2	3	2%	1.1	1	6

Compound profiles, as listed above. Order of values: Ecoli tolC | MMP-13 inhibitor | HEK293 NFkB inh | ROCK2 blocker | JNK3 inh | NADH enzymes | Autofluor 339 | Abs 340nm | PKA kinase inh
`COCCn1c(SCC(=O)NCC2CCCO2)nc2c(c1=O)SC(C)C2` (stereo unspecified) is entered as 0 | 9 | 11 | -1 | 2 | 11% | 1 | 1.1 | 4
`O=C(NCCN1CCCC1)C1CC(=O)N(C2CCCCC2)C1` (stereo unspecified) is entered as -18 | 3 | 20 | 5 | 3 | 6% | 1.1 | 0.99 | 9

(further entries)
SMILES	Ecoli tolC	MMP-13 inhibitor	HEK293 NFkB inh	ROCK2 blocker	JNK3 inh	NADH enzymes	Autofluor 339	Abs 340nm	PKA kinase inh
CCCn1nc(NS(=O)(=O)c2ccccc2)c2cc3ccccc3nc21	8	5	10	3	0	2%	1.1	0.99	-4
C=CCSc1nc(O)c(CC)c(=O)n1C(C)CC (stereo unspecified)	24	2	6	-3	-3	2%	1.1	1.1	-5
CN1C(=O)N(C)C2C1N(C)S(=O)(=O)N2C (stereo unspecified)	x	1	24	-11	-1	7%	1.1	1	-9
Oc1ccc2oc3c(c2c1/C=N/n1cnnc1)CCCC3	4	-1	15	0	-1	1%	1.4	1.2	3
Cc1ccc(NC2=NCC(=O)N2Cc2ccc3c(c2)OCO3)cc1	7	1	4	6	3	2%	1.1	1	10
COc1ccccc1C(=O)N1CCN(C(=O)c2ccncc2)CC1	-4	2	-7	0	1	3%	1	0.97	12
Oc1cnn(-c2ccccc2)c1	2	2	-4	7	5	4%	1.1	1.1	10
Cc1nc(SCC(=O)Nc2ccc3c(c2)OCO3)c(C#N)c2c1CCCC2	7	-4	x	2	-2	0%	1.1	1	2
COc1ccc(CN2CCN(S(=O)(=O)c3ccc(F)cc3)CC2)cc1OC	-9	-2	7	4	-6	18%	1.1	1.1	6
N=c1c(C(=O)NC2CCCC2)cc2c(=O)n3ccccc3nc2n1C1CCCC1	0	i[fluorescence artefact?]	11	-13	-5	6%[fluoresces]	5.2*	1	-3
CCCCCCCC(=O)OCC(=O)[C@@]1(O)CC[C@H]2[C@@H]3CCC4=CC(=O)CC[C@]4(C)[C@H]3[C@@H](O)C[C@@]21C	9	0	x	0	-1	2%	1	0.98	-7
COc1ccc(-c2noc(CSc3nc4ccccc4c(=O)n3-c3ccccc3)n2)cc1OC	13	3	12	2	-2	4%	1	1	0
COC(=O)c1ccc(-n2nnnc2SCC(=O)N2CCCCC2)cc1	1	0	7	3	4	1%	1	1.1	10
CN(c1ccccc1C(=O)N1CCOCC1)S(C)(=O)=O	-14	-1	2	7	7	6%	1.1	1	8
CCOC(=O)N1CCN(c2nc(-c3ccc(OC)cc3)no2)CC1	-8	1	0	-3	-5	5%	1.1	1	-2
COCCCNC(=O)COc1ccc(Cl)c(C)c1	-7	-6	13	3	4	1%	1.1	1	-1
CC(C)(C)NC(=O)NC(=O)COc1ccccn1	-17	-1	19	6	7	13%	0.8	0.99	8
CCn1c(SCC(=O)NCCOc2ccccc2)nc2ccccc2c1=O	11	3	2	6	-5	4%	1.2	1	9
CCCc1c(C)c2ccc(OCC(C)=O)cc2oc1=O	16	-149[fluorescence artefact?]	1	-1	-4	6%[fluoresces]	5.1*	1.1	0
Cn1c(SCc2ccc(Br)cc2)nnc1-c1cccs1	10	-3	-10	1	1	4%	1.1	1	7
CCOC(=O)C(CC)n1cnc2c(cnn2-c2ccc(Cl)cc2)c1=O (stereo unspecified)	-4	-1	-2	5	-1	8%	1.1	0.97	6
O=C(Cn1c(S(=O)(=O)Cc2ccccc2)nc2ccccc21)N1CCCCC1	-5	6	5	0	6	0%	1.1	1	5
CC(=O)N=C1SC2CS(=O)(=O)CC2N1c1ccccc1Cl (stereo unspecified)	-27	4	13	2	-5	0%	1.1	1.1	7
COc1ccc2[nH]c(=O)c(CN(Cc3nnnn3CCc3ccccc3)CC3CCCO3)cc2c1 (stereo unspecified)	16	-14	13	0	-5	9%	2*	1.1	-2
O=C(Nc1ccc2nc(-c3ccc(Br)o3)[nH]c2c1)c1ccco1	9	-2	4	-4	-2	5%	1.3	1.2	-4
CCOC(=O)c1sc(N)c(C#N)c1COC(=O)CNC(=O)c1ccccc1	7	-2	3	-5	5	7%	1.2	1.1	0
NC(=O)C1CCN(C(=O)c2cnn(-c3ccccc3)c2NC(=O)c2ccco2)CC1	-4	-1	20	-8	-4	14%	1.1	1.1	-8

Screens (PubChem)
